CDK5 inh = blocks human CDK5/p35 kinase activity. inhibition, % at 10 µM. Q00535+Q15078. Recombinant CDK5/p35, ADP-Glo luminescence, 60 min. 330,000 tested, 0.01% active. AID 488839;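 active = highest replicate inhibition of at least 50% and at least 75% of replicates reaching 50%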;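 also: plate controls were DMSO neutral control for no effect and GW8510 at 10 µM for full effect; many of its hits are not listed in these tables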
Arrestin-AP2 inh = inhibitors of human beta-arrestin and AP2 interaction; inhibition, % at 10 µM; FITC-arrestin peptide / GST-AP2 beads, flow cytometry; AP2 beta2 appendage carries R879A mutation; AID 504490; 340,000 tested, 0.31% active;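 active = inhibition above a set limit, near 3 SD of compounds lacking own fluorescence, cut at about 54% in these data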;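 also: plate controls were DMSO wells for no effect and 5 µM unlabelled arrestin peptide for full effect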
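system = GST-tagged AP2 beta2-adaptin appendage (R879A) on 4 µm glutathione beads | reagent = FITC-labelled arrestin peptide probe, 50 nM final | schedule = compound with beads 12 min RT, then probe 1 h RT | signal = HyperCyt-sampled flow cytometry, FL1 channel, ex 488/em 535 nm | read-out = percent response from loss of bead-bound FITC fluorescence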
Mot1-301 SUMO = blocks SUMOylation pathway, rescuing yeast Mot1-301 growth; S. cerevisiae Mot1-301 growth rescue, ATP luminescence, 38.5C; percent above DMSO median, 100 means doubled; growth rescue, % at 18.8 µM; 320,000 tested, 1% active; AID 2716;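 active = every valid replicate shows activation above 250% relative to neutral control wells; inactive = the rest, any valid replicate at or below 250%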;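 also: OY570 slx delta 5 strain wells were the positive control but not used for scaling; some compounds called inactive have numbers as strong as hits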
PKA-R2B act = activators of human PKA-R2B complex | PKA-R2B holoenzyme dissociation, Cy5-IP20 fluorescence polarization; R2B truncated from residue 108, S112A mutant; 0% DMSO only, 100% 113 µM cGMP | activation, % at 11.4 µM | 340,000 tested, 0.079% active | AID 504700;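 active = activation above a cutoff set at the mean over all compounds plus 3 SD, cut at about 18% in these data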;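 also: higher means more holoenzyme dissociation and a rise in polarization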
MITF TRPM1 HTS = activators of MITF-driven TRPM1 promoter activity in SK-MEL-5 cells; SK-MEL-5 TRPM1-promoter luciferase, 24 h; % of positive control, neutral wells = 0; activation, % at 12.5 µM; 300,000 tested, 0.75% active;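 active = mean activation of at least 80% with every replicate also reaching 80%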;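 also: 0% = neutral control wells and 100% = parthenolide positive control wells; values of inactives mirror those of a sister screen read the other way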
PKA-R1A act = activators of PKA-R1A complex | P00514+P68181 | PKA-R1A dissociation, Cy5-IP20 fluorescence polarization; scaled: DMSO 0%, 113 µM cGMP 100% | activation, % at 11.4 µM | 340,000 tested, 0.083% active;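 active = percent activation above the mean of all tested compounds plus 3 SD, cut at about 19% in these data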;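 also: higher means more PKAc released from R1A so a rise in polarization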
DSG3 Ab inh = blocks pemphigus antibody binding to human desmoglein-3; P32926; DSG3-coupled beads, scFv-anti-DSG3-GFP binding, flow cytometry; hits give low values; binding (percent of control), % at 10 µM; 310,000 tested, 0.48% active; AID 588358;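 active = binding more than 3 SD below its plate's average and above zero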;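 also: hits lower antibody fragment binding to DSG3; some compounds called inactive have numbers as strong as hits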
NSD2 HMT inh = NSD2 (human) methyltransferase inhibition; AID 743445; 310,000 tested, 0.54% active; inhibition, % at 12.5 µM; O96028; NSD2 peptide methylation, AlphaScreen, 120 min; in the data active = inhibition above about 50%
Target sequence (O96028 whole entry, looked up): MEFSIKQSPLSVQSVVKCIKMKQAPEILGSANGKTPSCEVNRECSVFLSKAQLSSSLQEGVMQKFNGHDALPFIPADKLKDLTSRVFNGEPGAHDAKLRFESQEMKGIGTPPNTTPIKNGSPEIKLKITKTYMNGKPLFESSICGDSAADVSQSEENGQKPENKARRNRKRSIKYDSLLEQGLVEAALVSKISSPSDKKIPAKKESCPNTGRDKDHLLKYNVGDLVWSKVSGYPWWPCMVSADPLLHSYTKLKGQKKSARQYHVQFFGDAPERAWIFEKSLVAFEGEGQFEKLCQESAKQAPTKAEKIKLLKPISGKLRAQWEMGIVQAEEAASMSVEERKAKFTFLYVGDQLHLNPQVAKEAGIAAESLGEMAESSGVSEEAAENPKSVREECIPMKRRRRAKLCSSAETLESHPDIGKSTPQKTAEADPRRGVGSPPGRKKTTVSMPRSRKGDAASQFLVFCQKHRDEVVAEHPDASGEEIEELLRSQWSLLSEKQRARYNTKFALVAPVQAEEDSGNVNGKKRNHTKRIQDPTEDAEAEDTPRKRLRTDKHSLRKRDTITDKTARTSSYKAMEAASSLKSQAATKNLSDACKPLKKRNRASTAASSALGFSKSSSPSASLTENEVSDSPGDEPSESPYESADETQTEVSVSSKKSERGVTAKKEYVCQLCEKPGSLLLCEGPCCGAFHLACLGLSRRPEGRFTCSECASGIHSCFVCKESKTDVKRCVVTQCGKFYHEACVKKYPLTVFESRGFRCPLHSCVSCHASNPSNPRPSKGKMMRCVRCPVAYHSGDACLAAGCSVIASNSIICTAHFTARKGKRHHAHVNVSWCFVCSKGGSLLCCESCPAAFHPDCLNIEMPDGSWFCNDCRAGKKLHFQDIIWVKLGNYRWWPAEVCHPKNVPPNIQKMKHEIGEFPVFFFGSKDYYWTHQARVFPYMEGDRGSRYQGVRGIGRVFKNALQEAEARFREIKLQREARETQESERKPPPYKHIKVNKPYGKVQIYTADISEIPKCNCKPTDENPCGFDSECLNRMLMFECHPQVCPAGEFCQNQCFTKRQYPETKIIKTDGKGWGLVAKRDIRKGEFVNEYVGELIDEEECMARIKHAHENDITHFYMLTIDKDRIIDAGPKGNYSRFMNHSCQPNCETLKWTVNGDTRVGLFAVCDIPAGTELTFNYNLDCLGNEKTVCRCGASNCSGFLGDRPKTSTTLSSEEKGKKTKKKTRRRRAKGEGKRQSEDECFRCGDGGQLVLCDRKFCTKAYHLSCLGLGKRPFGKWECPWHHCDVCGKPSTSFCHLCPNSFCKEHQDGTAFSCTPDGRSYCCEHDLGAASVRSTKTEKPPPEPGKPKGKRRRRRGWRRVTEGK
dFosB act = enhances mouse delta FosB homodimer DNA binding. P13346. purified delta FosB, TAMRA-CDK5 oligo fluorescence polarization; percent of positive-control signal above neutral wells. activation, % at 25 µM. 340,000 tested, 0.99% active;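 active = mean activation above about 17%, with every replicate also reaching it, limit read from the data, passing the limit was not always enough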;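 also: fluorescence polarization rise as delta FosB binds a TAMRA Cdk5 AP-1 oligo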
SR-BI DiI-HDL act = SR-BI HDL lipid transfer activation | AID 504775 | 320,000 tested, 0.096% active | activation, % at 12.5 µM | CHO ldlA[mSR-BI] cells, DiI-HDL uptake fluorescence, 3 h; 100 = double the neutral-control signal;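 active = mean replicate activation of at least 60% and every replicate at or above 60%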;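 also: 0% = median plate neutral-control signal and 100% = twice that signal; values of inactives mirror those of a sister screen read the other way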
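Material – SR-BI-overexpressing, LDLR-lacking CHO cells · Medium – BSA-supplemented, HEPES-buffered Ham's F12, pH 7.4 · Doses – single concentration · Times – compound with DiI-HDL co-incubation, 3 h at 37 °C · Measured by – bottom-read fluorescence, 550/595 nm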
SR-BI DiI inh = inhibitors of mouse SR-BI mediated HDL lipid uptake; ldlA[mSR-BI] CHO cells, DiI-HDL uptake fluorescence, 3 h; inhibition, % at 12.5 µM; 320,000 tested, 0.96% active; AID 488896;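 active = mean replicate inhibition of at least 70% and a set share of replicates each scoring 70 or more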;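 also: 0% = median of neutral control wells and 100% = median of positive control wells; values of inactives mirror those of a sister screen read the other way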
* marks the source's active call; other numbers are inactive results; . = no result given.

| Compound | CDK5 inh | Arrestin-AP2 inh | Mot1-301 SUMO | PKA-R2B act | MITF TRPM1 HTS | PKA-R1A act | DSG3 Ab inh | NSD2 HMT inh | dFosB act | SR-BI DiI-HDL act | SR-BI DiI inh |
| --- | --- | --- | --- | --- | --- | --- | --- | --- | --- | --- | --- |
| O=C(O)c1ccc(-n2nc(-c3ccccc3)c3ccccc3c2=O)cc1 | 1.8 | 2 | -19 | -4 | -6 | -8 | 102 | -2 | -10 | . | . |
| COc1cc(-c2nnc(SCC(=O)c3ccccc3)o2)cc(OC)c1OC | -0.1 | 8 | 22 | 0 | -2 | -3 | 94 | -8 | -18 | -13 | 13 |
| CCc1ccc(S(=O)(=O)NCc2ccc(N3CCN(C)CC3)cc2)cc1 | 0.1 | 11 | -22 | -6 | 4 | -7 | 103 | -8 | 1 | 2 | -2 |
| CC(c1ccccc1C(O)c1ccccc1)N(C)C (configuration not stated) | 0.5 | 10 | -17 | -12 | -3 | -7 | 103 | . | -4 | 1 | -1 |
| CC(C)(C)c1ccc(-n2ncc3c2CCCC3NC(=O)CCN2CCCO2)cc1 (configuration not stated) | 1.6 | 7 | -1 | -8 | -16 | 3 | 101 | 3 | -12 | -4 | 4 |
| O=C(CSc1ccccc1F)NNC(=O)c1ccncc1 | -0.3 | -5 | 1 | 16 | 10 | 1 | . | 0 | -6 | 12 | -12 |
| COCCN1Cc2cccc(C(=O)NC3CCCCCC3)c2C1=O | 0.8 | -15 | 7 | 5 | -15 | 0 | 99 | -1 | -10 | . | . |
| COc1ccccc1CNC(=O)COC(=O)CC1CC2CCC1C2 (configuration not stated) | -1.1 | -5 | -1 | -9 | -3 | -7 | 108 | -3 | -9 | 18 | -18 |
| Cc1sc(NC(=O)c2ccco2)c(C(Nc2ccccn2)c2ccccc2)c1C (configuration not stated) | -1.6 | 4 | -1 | 6 | -3 | 0 | 96 | 2 | -6 | 27 | -27 |
| Cn1cnnc1Sc1ccc(C(=O)OCC(=O)Nc2cc(Cl)cc(Cl)c2)cc1[N+](=O)[O-] | 0.0 | 2 | -6 | -6 | -7 | -11 | 99 | -2 | 0 | -15 | 15 |
| CN1CC=C2C(C#N)=C(N)C(C#N)(C#N)C(c3cccc(Cl)c3Cl)C2C1 (configuration not stated) | 0.4 | -2 | -14 | -4 | -5 | -10 | 113 | . | -7 | 19 | -19 |
| O=C1CCCN1CCCNCC(O)c1ccccc1 (configuration not stated) | 0.6 | -9 | 12 | -2 | -1 | 10 | 100 | -3 | -9 | 8 | -8 |
| O=C(NCc1ccccc1)C1=C[C@H](c2ccc3c(c2)OCO3)C[C@H](OCCCCO)O1 | 0.5 | 0 | -6 | -3 | -4 | -5 | 102 | . | -6 | 5 | -5 |
| O=C(NC1CCCc2ccccc21)C1CCCO1 (configuration not stated) | 0.0 | 7 | -2 | -12 | -9 | -6 | 101 | -4 | -6 | 25 | -25 |
| CCOC(=O)Cn1nc(-c2ccccc2)c(-c2ccccc2)nc1=O | -0.6 | 6 | -9 | 4 | 2 | 2 | 115 | 2 | -2 | -11 | 11 |
| Cc1ccc(OCc2nn3c(-c4ccco4)nnc3s2)cc1 | -1.0 | 5 | -12 | 0 | 20 | 1 | 98 | 3 | -17 | 14 | -14 |
| O=C(COC(=O)CCS(=O)(=O)c1ccc(Cl)cc1)NCCc1ccccc1 | 1.6 | -11 | 11 | 0 | 3 | -8 | 107 | 5 | -4 | 12 | -12 |
| O=C(NCCc1ccc(C(F)(F)F)cc1)C1CCC(=O)N(CCc2cccc(F)c2)C1 (configuration not stated) | -0.8 | -11 | 76 | 0 | 33 | -14 | 99 | -2 | -4 | 19 | -19 |
| COc1ccc(OC)c(NC(=O)c2ccccc2OC(C)=O)c1 | -0.9 | 7 | -2 | 11 | -13 | -2 | 102 | . | 0 | -12 | 12 |
| CCN(CC)S(=O)(=O)c1cccc(NC(=O)COc2ncnc3sccc23)c1 | -0.3 | 15 | -5 | -13 | 8 | -18 | 96 | 0 | -2 | -14 | 14 |
| COc1cc(CC(=O)OCC(=O)N(C)C2CCCCC2)cc(OC)c1OC | -0.6 | 3 | 10 | -3 | . | -10 | . | -7 | 3 | 6 | -6 |
| CC1=CC(c2ccccc2)n2ncnc2N1 (configuration not stated) | 0.1 | -3 | 11 | -4 | -4 | 2 | 108 | . | -1 | 5 | -5 |
| COCCCN1C(=O)C(=O)/C(=C(/O)c2ccc3c(c2)OCCO3)C1c1ccc(C(=O)OC)cc1 (configuration not stated) | 1.0 | -1 | -8 | -5 | 9 | -8 | 102 | -1 | 2 | 27 | -27 |
| COc1ccc(NC2CCCN(C(=O)c3oc(C)cc3C)C2)cc1OC (configuration not stated) | 1.0 | 4 | -12 | 2 | 4 | -8 | 122 | 10 | -4 | 1 | -1 |

Arranged by count of non-hydrogen atoms (rising): 8 of the compounds above
| Compound | CDK5 inh | Arrestin-AP2 inh | Mot1-301 SUMO | PKA-R2B act | MITF TRPM1 HTS | PKA-R1A act | DSG3 Ab inh | NSD2 HMT inh | dFosB act | SR-BI DiI-HDL act | SR-BI DiI inh |
| --- | --- | --- | --- | --- | --- | --- | --- | --- | --- | --- | --- |
| O=C1CCCN1CCCNCC(O)c1ccccc1 (configuration not stated) | 0.6 | -9 | 12 | -2 | -1 | 10 | 100 | -3 | -9 | 8 | -8 |
| Cc1ccc(OCc2nn3c(-c4ccco4)nnc3s2)cc1 | -1.0 | 5 | -12 | 0 | 20 | 1 | 98 | 3 | -17 | 14 | -14 |
| COCCN1Cc2cccc(C(=O)NC3CCCCCC3)c2C1=O | 0.8 | -15 | 7 | 5 | -15 | 0 | 99 | -1 | -10 | . | . |
| COc1ccc(NC2CCCN(C(=O)c3oc(C)cc3C)C2)cc1OC (configuration not stated) | 1.0 | 4 | -12 | 2 | 4 | -8 | 122 | 10 | -4 | 1 | -1 |
| O=C(COC(=O)CCS(=O)(=O)c1ccc(Cl)cc1)NCCc1ccccc1 | 1.6 | -11 | 11 | 0 | 3 | -8 | 107 | 5 | -4 | 12 | -12 |
| CCN(CC)S(=O)(=O)c1cccc(NC(=O)COc2ncnc3sccc23)c1 | -0.3 | 15 | -5 | -13 | 8 | -18 | 96 | 0 | -2 | -14 | 14 |
| CC(C)(C)c1ccc(-n2ncc3c2CCCC3NC(=O)CCN2CCCO2)cc1 (configuration not stated) | 1.6 | 7 | -1 | -8 | -16 | 3 | 101 | 3 | -12 | -4 | 4 |
| COCCCN1C(=O)C(=O)/C(=C(/O)c2ccc3c(c2)OCCO3)C1c1ccc(C(=O)OC)cc1 (configuration not stated) | 1.0 | -1 | -8 | -5 | 9 | -8 | 102 | -1 | 2 | 27 | -27 |

Further entries.
| Compound | CDK5 inh | Arrestin-AP2 inh | Mot1-301 SUMO | PKA-R2B act | MITF TRPM1 HTS | PKA-R1A act | DSG3 Ab inh | NSD2 HMT inh | dFosB act | SR-BI DiI-HDL act | SR-BI DiI inh |
| --- | --- | --- | --- | --- | --- | --- | --- | --- | --- | --- | --- |
| C=CCN1C(=O)C(CC(=O)Nc2ccc(OC)cc2)SC1=Nc1ccc(S(N)(=O)=O)cc1 (configuration not stated) | 1.6 | 42 | 3 | -4 | -5 | 1 | 95 | 0 | 3 | -8 | 8 |
| CC1CN(CCOc2ccc([N+](=O)[O-])cc2)CC(C)O1 (configuration not stated) | -0.3 | -8 | -20 | 4 | -12 | -8 | 107 | 1 | 6 | 27 | -27 |
| COc1cc(CNC(C)(C)CO)cc(Br)c1OCc1ccc(Cl)cc1 | 0.6 | 8 | -1 | -14 | 11 | -2 | 96 | 0 | -40 | 3 | -3 |
| OCC1(CO)COC(c2ccccc2)=N1 | 6.0 | 12 | . | -3 | 9 | -7 | 106 | -2 | -9 | 30 | -30 |
| CC(CS(=O)(=O)c1ccc2c(c1)NC(=O)CS2)C(=O)N1CCN(c2cccc(Cl)c2)CC1 (configuration not stated) | -2.3 | -3 | 4 | 4 | 3 | -8 | 98 | 13 | -4 | -35 | 35 |
| CCCNc1nc2c(c(=O)[nH]c(=O)n2C)n1CCCc1ccccc1 | -0.1 | -5 | 5 | -2 | -5 | 5 | 100 | -1 | -1 | -2 | 2 |
| CN(C)CC(C)(C)CNC(C(=O)Nc1ccc(Cl)cc1C(F)(F)F)c1ccccc1 (configuration not stated) | -0.7 | 44 | 20 | -3 | 5 | -1 | 100 | 20 | -1 | 1 | -1 |
| Cc1ccc(C)c(-c2cc(C(=O)NCc3cccs3)c3ccccc3n2)c1 | 3.4 | 23 | 44 | 2 | 0 | 1 | 91 | -3 | -3 | -54 | 54 |
| CC(C)CCC1CC(CSC(=N)N)OC1=O (configuration not stated) | 2.5 | 3 | -12 | -3 | -5 | -4 | . | -1 | -4 | 13 | -13 |
| CCCc1nnc(SCC(=O)N2CCCC2)n1Cc1ccco1 | 0.4 | 7 | 22 | 1 | 10 | -1 | 81 | -1 | -1 | 27 | -27 |
| CNC(=S)N(CCc1c(C)[nH]c2ccccc12)Cc1cccnc1 | 1.9 | 5 | -25 | -3 | -9 | -5 | 89 | 13 | 1 | -22 | 22 |
| Cc1ccccc1S(=O)(=O)Cc1ccc(C(=O)NC2CCCCC2C)o1 (configuration not stated) | 0.5 | -8 | 69 | 5 | 1 | 1 | 100 | 2 | -5 | 2 | -2 |
| COCCNC(=S)Nc1cccc2cnccc12 | 0.4 | 18 | 23 | 6 | -6 | -2 | 95 | 2 | 2 | 9 | -9 |
| CNc1oc(-c2ccc(Cl)cc2)nc1C#N | 1.1 | 9 | 25 | 6 | 70 | -7 | 92 | 0 | -3 | 9 | -9 |
| Cc1ccccc1C(=O)NC(NC(=O)c1ccccc1C)c1cccc([N+](=O)[O-])c1 | 0.8 | -4 | 15 | 12 | -6 | 10 | 113 | -2 | 12 | 12 | -12 |
| COc1ccc(NC(=O)/C(=C\c2ccco2)NC(=O)c2ccco2)cc1 | -0.1 | 21 | -2 | -3 | 1 | 1 | . | 46 | -6 | . | . |
| CCCN(CCC)CCCNC(=O)C1c2cc(OC)c(OC)cc2C(=O)N(C)C1c1cccnc1 (configuration not stated) | 1.1 | 40 | -28 | -5 | -9 | -7 | 120 | 16 | 1 | 1 | -1 |
| CC1Cc2ccccc2N1C(=O)c1ccnc(C(C)(C)C)c1 (configuration not stated) | 1.5 | -6 | 8 | 0 | -14 | 7 | 97 | . | -7 | 18 | -18 |
| COc1ccc(-c2nc3ccncc3[nH]2)cc1OC | 0.5 | 2 | 28 | 8 | 9 | 1 | 93 | -4 | -7 | -5 | 5 |
